Screening results as filed in PubChem.
EphA4 KYL inhibition: EphA4 ligand-binding antagonists – biochemical, colorimetric, mouse EphA4, primary screen (AID 689); one-dose inhibition, % at 10 µM; IC50 in µM for titrated hits; EphA4-AP binding to KYL peptide, pNPP A405; higher % means a stronger effect; hit rate 0.1% among 62,000; in the data active = a potency from the dose series; inactive = the rest, 99 in 100 with inhibition below about 22%
* hit, by the source's call. Not all compounds are listed; rates above refer to the full screens.

EphA4 KYL inhibition | Structure
-3% | CC1(C)CC(=O)C(C=NCC2CCN(C(=O)Nc3ccc(Cl)c(Cl)c3)CC2)=C(O)C1
14% | Cc1cc(C)c2cc(C#N)c(NCCOC(=O)c3ccccc3C)nc2c1
-3% | O=C(Nc1ccc(-c2nc3cc(NC(=O)c4cccs4)ccc3o2)cc1)c1cccs1
12% | Cc1ccc2nc(SCc3cccc([N+](=O)[O-])c3)nc(C)c2c1
-6% | O=C(O)CCC(NC(=O)c1cncc(O)c1)C(=O)O (stereo not drawn)
-4% | Cc1cccc(N2C(=O)C(=O)/C(=C(\O)c3ccccc3)C2c2cccc([N+](=O)[O-])c2)c1 (stereo not drawn)
-18% | Cn1c(=O)c2c(ncn2Cc2cccc(Cl)c2)n(C)c1=O
2% | COc1cccc(C2=NOC(C(=O)Nc3cccnc3)C2)c1 (stereo not drawn)
-11% | CN(C)c1ccc(N2C(=O)C=CC2=O)cc1
-7% | C=CCC(O)(CCN1CCCCC1)c1ccccc1 (stereo not drawn)
-5% | Cc1onc(-c2c(F)cccc2Cl)c1C(=O)N1CCCc2ccccc21
-5% | Cc1ccccc1N1CCN(c2ncnc3scc(-c4cccs4)c23)CC1
45% | Cc1cccc(-n2c(C)cc(C=C3C(=O)c4ccccc4C3=O)c2C)c1
4% | CCCn1c(SCC(=O)Nc2cc(Cl)ccc2OC)n[nH]c1=O
0% | CNC(=O)C(Sc1nc(C)nc2c1oc1ccccc12)C(C)=O (stereo not drawn)
2% | Cc1ccc(C(=O)Nc2cccc(C(=O)O)c2)cc1S(=O)(=O)N1CCCCC1
-6% | CCCn1c(=O)c2ccccc2n2c(SCc3nc4ccccc4s3)nnc12
17% | CCCOc1ccc(-c2nnn(CC(=O)Nc3cccc(C(=O)OC)c3)n2)cc1
-15% | COc1ccc(Cn2nnnc2C(c2ccccc2Cl)N2CCC(C(N)=O)CC2)cc1 (stereo not drawn)
-6% | Cc1cc(C(=O)NCCCOC(C)C)c2ccccc2n1
-2% | CCOc1ccc(N2CC(C(=O)Nc3ccc(F)cc3F)CC2=O)cc1 (stereo not drawn)
14% | O=C(NCc1ccco1)C12CN(Cc3ccccc3)CC1C(c1ccc([N+](=O)[O-])cc1)=NO2 (stereo not drawn)
-10% | COc1cc2c(=O)n(CC3CCCO3)c(=O)n(CC(=O)Nc3cccc(Cl)c3)c2cc1OC (stereo not drawn)
-10% | O=C1C(Nc2ccccc2)=C(N2CCCCC2)C(=O)c2ccccc21
5% | CCCCNC(=O)CN1C(=O)NC2NC(=O)NC21 (stereo not drawn)
-17% | Oc1ccc(/C=N/NC2=NCCCCC2)cc1
-1% | Cc1oc2ccc(O)cc2c1-c1ccccc1
3% | Cc1ccsc1/C=C1\SC(N)=NC1=O
1% | O=C(/C=C/c1ccccc1)N/C(=C/c1ccccc1)C(=O)N1CCCCC1
-12% | O=C(O)CCCNCc1ccccc1F
-10% | CCOC(=O)C1CCCN(S(=O)(=O)c2ccccc2)C1 (stereo not drawn)
5% | COC(=O)Cn1cnc2ccccc2c1=O
-16% | CCOc1ccccc1NC(=O)c1ccc2nccnc2c1
1% | COc1ccc(-c2nc(C(N)=O)c3[nH]c(=O)n(-c4ccccc4OC)c3n2)c(OC)c1
6% | O=c1[nH]c(=O)n(-c2cccc(Br)c2)c(O)c1/C=C1\C=Nc2ccccc21
4% | O=C(COc1nc2ccccc2nc1N1CCOCC1)N1CCc2ccccc21
-2% | Cc1ccc(S/C=C\C(=O)c2ccccc2)cc1
6% | NC(=O)c1ccc(C(F)(F)F)n(Cc2ccc(Cl)cc2)c1=O
-8% | N#CC1=C(N)Oc2c(oc(CO)cc2=O)C1c1cccs1 (stereo not drawn)
-10% | OC(c1ccc2c(c1)OCO2)c1nccc2ccccc12 (stereo not drawn)
-7% | CSCCOC(=O)C1=C(C)NC(=O)CC1c1ccccc1Cl (stereo not drawn)
-8% | COC(=O)c1ccc(-n2cnc(Cl)n2)c(F)c1
-4% | CCCCC(=O)Nc1ccc2c(c1)nc(CCN1CCOCC1)n2C
-5% | CC1(C)CC(=O)c2c(nn(-c3ccccc3)c2N)C1
-8% | Fc1cc2ncn(Cc3ccccc3)c2cc1F
0% | O=S(=O)(CCN(CCS(=O)(=O)C(F)(F)F)CC1CCCO1)C(F)(F)F (stereo not drawn)
-4% | Cn1cc(CCC(=O)NCc2ccc3c(c2)OCO3)c2ccccc21
-6% | Cc1ccccc1CSc1nnc(-c2cccs2)n1Cc1ccco1
12% | Cc1ccc2c(Cl)cc(Cl)c(OCC(=O)NC(=O)NCc3ccco3)c2n1
0% | N#Cc1cc([N+](=O)[O-])cnc1Sc1ccccc1
1% | O=C(Nc1cccn2ncnc12)c1ccc(Cl)cc1
-8% | Cc1ccc(NC(=O)c2nnn(-c3cc(C)cc(C)c3)c2N)cc1
-10% | Cc1[nH]c2ccccc2c1C(=O)CN1CCC(C)CC1
-7% | O=C(COc1ccc(Cl)cc1Cl)N1CCCN(C(=O)COc2ccc(Cl)cc2Cl)CC1
-13% | CC(=O)Oc1ccc(-c2cccc(C(=O)Nc3cccc([N+](=O)[O-])c3)c2)cc1
2% | CCOC(=O)C1(P(=O)(c2ccccc2)c2ccccc2)CC1
-10% | CCc1ccc(OCC(=O)Nc2ccc(C)cc2[N+](=O)[O-])cc1
1% | CCCn1nc(C(=O)Nc2cccc(C(=O)OC)c2)c2ccccc2c1=O
-7% | Cc1cc(=O)oc2cc(OCC(=O)Nc3nnc(CC(C)C)s3)ccc12
-11% | CCOC(=O)c1nnn(-c2nonc2N)c1CN(C)C1CCCCC1

The list continues:
EphA4 KYL inhibition | Structure
-18% | CCc1sc(-c2c(C#N)c(N)nc3c2CCCCCC3)cc1[N+](=O)[O-]
-7% | COc1ccc(C(=O)/C=C/c2ccc(/C=C/C(=O)c3ccc(OC)cc3)cc2)cc1
-6% | O=C(Nc1cnn(Cc2c(Cl)cccc2Cl)c1)C(c1ccccc1)c1ccccc1
-13% | O=C(c1cnccn1)N1CCN(C/C=C/c2ccccc2)CC1
-3% | CCOC(=O)N1CCN(C(=O)CCn2nc(-c3ccccc3)ccc2=O)CC1
3% | O=[N+]([O-])c1cc(Cl)ccc1NCCNS(=O)(=O)c1ccc(Cl)cc1
-6% | COCCN1C(=O)c2cccc3cccc(c23)C1=O
-10% | Cc1nc2cc(-c3ccccc3)[nH]n2c(=O)c1Cl
-14% | COc1cc(Br)c(C(C)NC(=O)c2cccc(Br)c2)cc1OC (stereo not drawn)
-5% | COc1ccc(-c2nc(-c3ccccc3)c(-c3cc([N+](=O)[O-])ccc3C)[nH]2)cc1O
2% | O=C(CSc1nnc(CNc2ccc(F)cc2)n1Cc1ccccc1)NCc1ccco1
-5% | CCc1nnc(NC(=O)CSc2ncc(-c3ccccc3)n2C)s1
0% | Clc1cccc(Cl)c1CO/N=C/c1c(-c2ccccc2)nc2n1CCS2
-4% | CCOc1cccc(-c2nnc(SCC(=O)Nc3ccc(OC)c(OC)c3)n2N)c1
-3% | CCOc1cc(NC(=S)NCC2CCCO2)c(OCC)cc1NC(=O)c1ccccc1C (stereo not drawn)
-13% | Cc1ccc(N(C)C(=O)N2CCN(S(=O)(=O)c3c(C)cc(C)cc3C)CC2)cc1
0% | CCOC(=O)c1c(NC(=S)Nc2ccccc2)sc2c1CCN(CC)C2
1% | Cc1ccc(CNc2nc3ccc(C)cc3n3cnnc23)cc1
-7% | CCNc1nc(Sc2ccc(C)cc2)cc(C(F)(F)F)n1
-6% | CCn1c(CNc2ccc(F)cc2)nnc1SCCN1CCCCC1
-4% | COc1ccc(OCc2nn3c(Cn4cnc5ccccc54)nnc3s2)cc1
-5% | Cn1c(=O)cc(SCC(=O)NCCN2CCN(c3ccccc3F)CC2)c2cc(Cl)ccc21
13% | C=CCN1C(=Nc2cccnc2)SCC1(O)c1ccc(C)cc1 (stereo not drawn)
-1% | COc1ccc2nc(SCC(=O)NC(C)(C)C)[nH]c2c1
4% | CCSc1ccccc1C(=O)NCc1ccc2c(c1)OCO2
-4% | CSCCC(NC(=O)C12CC3CC(CC(C3)C1)C2)C(=O)OCC(=O)c1ccc(Cl)cc1 (stereo not drawn)
-10% | O=C(NCCCN1CCN(c2ccccc2F)CC1)C1CCN(S(=O)(=O)c2cccs2)CC1
-5% | C=CC[n+]1c(-c2ccc(C)cc2)csc1NNC(=O)Nc1ccccc1
2% | CCn1c2ccccc2c2nnc(SCC(=O)OCN3C(=O)c4ccccc4C3=O)nc21
-2% | COc1ccc(C(=O)Nn2cnc3ccccc3c2=O)c(OC)c1
-7% | C=C(C)CSc1nnc(-c2cccc(Cl)c2)n1N
1% | Cc1cccn2c(=O)c(C=Nc3ccccc3)c(NCc3ccco3)nc12
10% | CC1=Nn2c(nnc2-c2ccco2)SC1
-7% | CC(c1ccccc1F)n1cc(C(=O)NCCc2ccco2)nn1 (stereo not drawn)
-7% | CCOC(=O)c1csc(NC(=O)CSc2nnnn2-c2ccc(OC)cc2)n1
-4% | COc1ccc(C(=O)c2ccc(N(C)C)cc2)c(OC)c1
-10% | CCOC(=O)c1ccc(N=c2sc(C(=O)OC)cc(=O)n2Cc2ccc3c(c2)OCO3)cc1
8% | Cc1cc(C)c2c(-n3cccc3)nn(C)c2n1
21% | O=C1NN(c2ccccc2)C(=O)/C1=C/c1cccn1-c1ccc([N+](=O)[O-])cc1
11% | COC(=O)c1cc2occc2n1Cc1c(F)cccc1Cl
-10% | COCCCNC(=O)CSc1nc2ccccc2c(=O)n1CCCC(=O)NCC1CCCO1 (stereo not drawn)
-7% | CCc1ccc(N(C(=O)c2csnn2)C(C(=O)NCc2ccccc2)c2ccco2)cc1 (stereo not drawn)
8% | Nc1ccc(C(=O)/C=C/c2ccc(F)cc2)cc1
-6% | CC1Cc2ccccc2N1C(=O)Cn1cc([N+](=O)[O-])cn1 (stereo not drawn)
2% | COc1ccc(-c2nc(CSCC(=O)NC3CCCc4ccccc43)c(C)o2)cc1OC (stereo not drawn)
-7% | CN(C)c1ccc(C2NCCS2)cc1 (stereo not drawn)
-12% | CCn1c(=NC(=O)CN2C(=O)CCC2=O)sc2c(OC)ccc(OC)c21
8% | CNS(=O)(=O)c1cccc(C(=O)OC2CCCCC2=O)c1 (stereo not drawn)
7% | C#CC(C)(C)NC(=O)CN(c1cc(Cl)ccc1OC)S(=O)(=O)c1ccc(C)c([N+](=O)[O-])c1
3% | CC1CC2(CCCCC2)N2C(=O)C(=O)c3cccc1c32 (stereo not drawn)
-16% | CCCCN(CC)S(=O)(=O)c1ccccc1
-8% | CCCS(=O)(=O)N1CCCC(C(=O)NCCCN2CCN(c3ccc(F)cc3)CC2)C1 (stereo not drawn)
-7% | CCc1ccc(C(=O)N2CCC(c3nc4ccccc4s3)CC2)cc1
-12% | COc1nc(-c2ccccc2)c2c(c1C#N)CC(C)(C)OC2
-1% | COc1ccc(OC)c(NC=C2C(=O)OC(C)(C)OC2=O)c1
4% | Cc1ccc(NCCC(=O)c2cccc([N+](=O)[O-])c2)cc1
3% | Cc1nn(CCc2nc(-c3ccco3)cs2)c2[nH]c(=O)cc(C(F)(F)F)c12
-9% | CCOC(=O)C1CCN(C(C(=O)Nc2ccc3c(c2)OCCO3)c2ccccc2)CC1 (stereo not drawn)
-12% | O=C(CS(=O)c1ccc(C(F)(F)F)cc1[N+](=O)[O-])Oc1ccccc1 (stereo not drawn)
2% | COc1cc(C2=N/C(=C\N(C)C)C(=O)O2)cc(OC)c1OC

Later entries.
EphA4 KYL inhibition | Structure
-9% | CN(C)CCCCOc1ccccc1-c1ccccc1
2% | COc1ccc(OC)c(C(C)NC(C)=O)c1 (stereo not drawn)
3% | CC(C)OCCCn1c(=N)c(C(N)=S)cc2c(=O)n3ccccc3nc21
-26% | CN1C(=O)/C(=C2\SC(N3CCCCCC3)=NC2=O)c2ccccc21
-10% | CCC(C)NC(=O)C(=O)NCc1ccncc1 (stereo not drawn)
2% | COc1cccc(NC(=S)NNC(=O)c2ccccc2OC(F)F)c1
-17% | COc1ccc(-n2nnnc2-c2cnc3cc4c(cc3c2C)OCO4)cc1
7% | CCOC(=O)C1=C(N)OC2=C(C(=O)CCC2)C1c1cccs1 (stereo not drawn)
2% | COc1ccc(Sc2cnn(-c3ccccc3)c(=O)c2Cl)cc1
-1% | COc1ccc(OCc2nn3c(-c4ccccn4)nnc3s2)cc1

Gathered by group, those above containing a nitro group on carbon
EphA4 KYL inhibition | Structure
12% | Cc1ccc2nc(SCc3cccc([N+](=O)[O-])c3)nc(C)c2c1
-4% | Cc1cccc(N2C(=O)C(=O)/C(=C(\O)c3ccccc3)C2c2cccc([N+](=O)[O-])c2)c1 (stereo not drawn)
14% | O=C(NCc1ccco1)C12CN(Cc3ccccc3)CC1C(c1ccc([N+](=O)[O-])cc1)=NO2 (stereo not drawn)
0% | N#Cc1cc([N+](=O)[O-])cnc1Sc1ccccc1
-13% | CC(=O)Oc1ccc(-c2cccc(C(=O)Nc3cccc([N+](=O)[O-])c3)c2)cc1
-10% | CCc1ccc(OCC(=O)Nc2ccc(C)cc2[N+](=O)[O-])cc1
-18% | CCc1sc(-c2c(C#N)c(N)nc3c2CCCCCC3)cc1[N+](=O)[O-]
3% | O=[N+]([O-])c1cc(Cl)ccc1NCCNS(=O)(=O)c1ccc(Cl)cc1
-5% | COc1ccc(-c2nc(-c3ccccc3)c(-c3cc([N+](=O)[O-])ccc3C)[nH]2)cc1O
21% | O=C1NN(c2ccccc2)C(=O)/C1=C/c1cccn1-c1ccc([N+](=O)[O-])cc1
-6% | CC1Cc2ccccc2N1C(=O)Cn1cc([N+](=O)[O-])cn1 (stereo not drawn)
7% | C#CC(C)(C)NC(=O)CN(c1cc(Cl)ccc1OC)S(=O)(=O)c1ccc(C)c([N+](=O)[O-])c1
4% | Cc1ccc(NCCC(=O)c2cccc([N+](=O)[O-])c2)cc1
-12% | O=C(CS(=O)c1ccc(C(F)(F)F)cc1[N+](=O)[O-])Oc1ccccc1 (stereo not drawn)
